High-throughput results (PubChem)
Peg3 promoter: Peg3 promoter-driven luciferase inhibitors, primary screen, cell-based, HeLa, luciferase luminescence; HeLa PEG-Prom luciferase reporter, overnight; inhibition, % at 20 µM; 1.7% of 360,000 active;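 active means inhibition of at least 50% at 20 µM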
iPSC survival up: enhancers of single-cell hiPSC survival, primary screen, ATPlite luminescence | 100% = ROCK inhibitor wells, 0% = DMSO | survival enhancement, % at 20 µM | 0.044% of 360,000 active; in the data active means survival enhancement above about 18%;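 further: cells exposed to compounds for 16 hours before the ATP read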
TRPM1 prom inh: inhibitors of MITF-dependent TRPM1 promoter reporter, primary screen, cell-based, SK-MEL-5, single point, luciferase | SK-MEL-5 TRPM1 promoter luciferase, 24 h | inhibition, % at 12.5 µM | 0.83% of 330,000 active;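 active means mean inhibition across replicates of 60% or more, whatever share of single replicates reaches that level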; further: values of inactives mirror those of a sister screen read the other way
NR2E3 ag-1: NR2E3 agonists in two-hybrid cells, primary screen, cell-based, luminescence, CHO-S, Gal4-NCOR/VP16-NR2E3; Photoreceptor-specific nuclear receptor (Homo sapiens), Q9Y5X4; luciferase; inhibition of corepressor binding, % at 3.98 µM; 0.35% of 360,000 active; AID 602229, 2012;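 active means inhibition above the mean of all tested compounds plus 3 SD, cut at about 70% in these data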;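 further: 0% = DMSO with NR2E3 transfected cells and 100% = cells lacking NR2E3 construct; higher means lower luciferase signal from less NR2E3 corepressor binding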
Target sequence (Q9Y5X4 whole entry, looked up, the tested form may be a part): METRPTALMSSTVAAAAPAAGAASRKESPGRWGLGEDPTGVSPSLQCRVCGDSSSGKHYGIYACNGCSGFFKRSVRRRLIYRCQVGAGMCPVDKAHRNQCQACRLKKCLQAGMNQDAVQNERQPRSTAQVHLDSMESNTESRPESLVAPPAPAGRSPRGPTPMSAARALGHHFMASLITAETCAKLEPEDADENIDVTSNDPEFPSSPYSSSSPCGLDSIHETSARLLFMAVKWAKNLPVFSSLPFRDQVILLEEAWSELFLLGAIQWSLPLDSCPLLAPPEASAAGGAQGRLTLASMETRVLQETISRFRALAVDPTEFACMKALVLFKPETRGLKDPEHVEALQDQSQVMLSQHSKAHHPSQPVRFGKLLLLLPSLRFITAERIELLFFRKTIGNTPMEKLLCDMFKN
NR2E3 ag-2: inhibitors of NR2E3-RetCOR corepressor binding, primary screen, NR2E3 agonist project, biochemical, TR-FRET, GST-NR2E3, biotin-RetCOR; AID 2300, 2010; inhibition of corepressor binding, % at 4.78 µM; 1536-well; 0.12% of 320,000 active; Photoreceptor-specific nuclear receptor (Homo sapiens), Q9Y5X4;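 active means percent inhibition above the cutoff of mean plus 3 SD of all tested compounds, set per screening campaign, cut at about 20% in these data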;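 further: 0% = DMSO wells and 100% = biotin wells as full block of FRET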
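System: GST-tagged NR2E3 plus biotinylated RetCOR corepressor; Amount: 1.35 nM GST-tagged NR2E3 final; Dosing: single nominal compound dose of 4.8 µM; Schedule: 5 h incubation at 4 °C; Technique: TR-FRET with europium anti-GST and streptavidin-D2, 340 nm excitation; Controls: biotin wells as high control, 0.6% DMSO wells as low control.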
PDI turbidity: inhibitors of human PDI, primary screen, biochemical, turbidity, single point, plate reader | 0.052% of 350,000 active | AID 588391, 2011 | Protein disulfide-isomerase (Homo sapiens), P07237 | inhibition, % at 10 µM | PDI insulin aggregation turbidity, A650, 90 min;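 active means mean inhibition across replicates of 30% or more, whatever share of single replicates reach that level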;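 further: absorbance from insulin aggregation driven by PDI reduction with DTT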
Target sequence (P07237 whole entry, looked up): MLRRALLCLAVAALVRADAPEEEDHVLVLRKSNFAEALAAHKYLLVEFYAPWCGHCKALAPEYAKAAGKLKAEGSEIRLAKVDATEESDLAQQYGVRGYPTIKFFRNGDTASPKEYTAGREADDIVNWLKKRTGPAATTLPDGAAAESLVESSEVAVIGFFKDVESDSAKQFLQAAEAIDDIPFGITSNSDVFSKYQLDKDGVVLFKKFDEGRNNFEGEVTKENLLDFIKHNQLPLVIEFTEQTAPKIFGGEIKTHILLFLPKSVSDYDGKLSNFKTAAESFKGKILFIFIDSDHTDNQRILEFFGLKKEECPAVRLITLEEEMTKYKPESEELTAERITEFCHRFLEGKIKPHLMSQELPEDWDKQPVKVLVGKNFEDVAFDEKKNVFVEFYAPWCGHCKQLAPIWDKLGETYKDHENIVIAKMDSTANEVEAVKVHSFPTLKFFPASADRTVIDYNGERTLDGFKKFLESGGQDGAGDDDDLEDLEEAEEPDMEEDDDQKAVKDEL
CaV13 FRET inh: Primary screen for inhibitors of IQ motif and Ca2+-dependent inactivation inhibitor domain binding in CACNA1D, Förster resonance energy transfer in living cells, …; HEK cells, CFP/YFP FRET ICDI-IQ, plate reader, 10 min; percent FRET-ratio fall versus neutral wells; inhibition, % at 12.3 µM; 0.098% of 340,000 active;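 active means mean replicate inhibition of at least 30% and at least 1% of replicates passing that level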;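 further: 0% = median of the neutral control wells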
Vif inh: HIV Vif self-association inhibitors, primary screen, imaging, HEK293T, single point; 0.35% of 340,000 active; inhibition, % at 7.49 µM; HEK293T cells, Vif self-association by quenched fluorescence, 24 h; AID 602346, 2012; in the data active means inhibition above about 50%, passing the limit was not always enough; further: some results filed as inactive read as strong as hits
aDG glyco act: activators of alpha-DG glycosylation, primary screen, uHTS, Pro5-aDG cells, AlphaScreen. AID 624168, 2012. 0.22% of 360,000 active. alpha-DG glycosylation AlphaScreen (IIH6); 0% Pro5, 100% B10-LARGE cell signal. activation, % at 10 µM;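 active means activation of at least 8% versus controls, or a plate z-score of at least 8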;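 further: Pro5 are CHO cells carrying HIG-tagged alpha-DG that lacks glycosylation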
Exocytosis inh: LAMP-1 surface exposure blockers, TALL-104 cells – cell-based, flow cytometry, MLPCN library, primary screen; TALL-104 LAMP-1 surface exposure; cells stimulated with thapsigargin and PMA; inhibition, % at 10 µM; 0.66% of 360,000 active; AID 651702, 2012;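 active means inhibition above about 55%, limit read from the data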
HIF-2a block: HIF-2a reporter inhibitors, primary screen, luminescence, 786-0 RCC cells; 786-0 RCC cells HIF-2a reporter, luciferase luminescence, overnight; AID 624352, 2012; inhibition, % at 18.8 µM; 0.72% of 360,000 active;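 active means inhibition of the luminescence signal of 40% or more relative to plate controls, in a single-dose primary screen at 18.75 µM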
Active calls of the source: *; . = no result given. Hits appear at their usual frequency. About 3.5% of those tested had a hit in this group.

[1] Cc1cc(C)n2c(SCCN3C(=O)c4ccccc4C3=O)nnc2n1
[2] COc1ncccc1-c1cc2nc(NCCCN(C)C)n(C)c(=O)c2s1
[3] NC1=NC[C@H](c2ccccc2)N1CCc1cc(C(F)(F)F)cc(C(F)(F)F)c1
[4] CCc1ccc(C(=O)NCc2ccc(Cl)cc2Cl)cc1
[5] Cc1ccc(C)c(NC(=S)NNc2ccc(F)cc2F)c1
[6] COCCn1c(SCC(N)=O)nnc1-c1c[nH]c2ccccc12

assay / compound | 1 | 2 | 3 | 4 | 5 | 6
Peg3 promoter | 4 | -23 | 98* | -34 | -6 | 15
iPSC survival up | -0.4 | 0.0 | -4.2 | -0.6 | -0.3 | 1.0
TRPM1 prom inh | . | . | 34 | -1 | 3 | 10
NR2E3 ag-1 | -17 | -6 | 6 | -28 | -28 | 21
NR2E3 ag-2 | -3 | . | -1 | 2 | 4 | 5
PDI turbidity | . | 4 | 2 | 7 | 2 | .
CaV13 FRET inh | -2 | -5 | -9 | -3 | -7 | 0
Vif inh | -1 | -6 | 13 | -4 | -11 | .
aDG glyco act | 0.3 | 0.3 | 0.1 | 0.1 | 0.2 | -0.1
Exocytosis inh | 0 | 6 | 3 | -1 | 84* | 1
HIF-2a block | 13 | -38 | 9 | -115 | -19 | 9

[7] NS(=O)(=O)c1ccc(CCNC(=O)Cc2ccccc2[N+](=O)[O-])cc1
[8] COc1ccccc1-c1coc2cc(O)cc(O)c2c1=O
[9] C=CCN(C(=O)c1ccc2snnc2c1)c1ccccc1
[10] Cc1cc(C)n(-c2nc(SCCN3CCOCC3)c3c4c(sc3n2)CCCC4)n1
[11] Cn1nc([N+](=O)[O-])nc1Oc1ccccc1F
[12] CN(C(=O)NC1CCCCC1)c1ccccc1

assay / compound | 7 | 8 | 9 | 10 | 11 | 12
Peg3 promoter | 13 | -112 | 6 | -18 | 17 | 18
iPSC survival up | -1.9 | 2.7 | -0.3 | 0.2 | -0.5 | -1.0
TRPM1 prom inh | 24 | -32 | 4 | 0 | 4 | -2
NR2E3 ag-1 | -15 | -40 | -8 | -15 | -9 | 29
NR2E3 ag-2 | . | 2 | 1 | . | 2 | 1
PDI turbidity | -6 | 1 | 13 | 14 | 3 | 3
CaV13 FRET inh | -4 | -7 | -4 | 4 | -2 | -5
Vif inh | 1 | -1 | 6 | -13 | 1 | -8
aDG glyco act | -0.5 | -0.2 | 1.4 | 2.6* | 0.2 | -0.3
Exocytosis inh | 5 | -4 | -8 | 8 | 2 | 0
HIF-2a block | 13 | -133 | 2 | -44 | 16 | 7

[13] Cc1sc(NC(=O)c2oc3ccccc3c2C)c(C#N)c1C
[14] Cc1ccc(Cl)c2c1NC(=O)C2(O)CC(=O)c1ccccc1O (configuration not stated)
[15] CN1C(=O)[C@H]2[C@@H](c3ccccc3)N[C@]3(CCCN(Cc4ccco4)C3=O)[C@H]2C1=O
[16] S=C(NN=Cc1ccccn1)N(Cc1ccccn1)Cc1ccccn1
[17] CC(NC1=CC(=O)c2cccnc2C1=O)C(O)c1ccccc1 (configuration not stated)
[18] Cn1nc(N)c2ncc(C(Cl)(Cl)Cl)nc21

assay / compound | 13 | 14 | 15 | 16 | 17 | 18
Peg3 promoter | -13 | 0 | -1 | 18 | 28 | 13
iPSC survival up | -0.7 | 2.6 | 2.0 | -2.3 | -1.3 | -1.2
TRPM1 prom inh | -2 | 19 | . | 74* | 110* | .
NR2E3 ag-1 | -19 | -12 | -5 | 2 | 10 | 6
NR2E3 ag-2 | -3 | 3 | . | . | . | .
PDI turbidity | -4 | 2 | 4 | -3 | -6 | 7
CaV13 FRET inh | -6 | -3 | -9 | -14 | -7 | -6
Vif inh | 0 | 6 | 0 | 24 | 2 | 2
aDG glyco act | 0.1 | 1.3 | 0.0 | 3.0 | 6.6 | -0.2
Exocytosis inh | -1 | -2 | -2 | 0 | 54 | 1
HIF-2a block | -48 | 13 | 1 | -99 | 19 | 12

Some of these compounds in order of molar mass, highest first:
[10] Cc1cc(C)n(-c2nc(SCCN3CCOCC3)c3c4c(sc3n2)CCCC4)n1
[16] S=C(NN=Cc1ccccn1)N(Cc1ccccn1)Cc1ccccn1
[14] Cc1ccc(Cl)c2c1NC(=O)C2(O)CC(=O)c1ccccc1O (configuration not stated)
[13] Cc1sc(NC(=O)c2oc3ccccc3c2C)c(C#N)c1C
[18] Cn1nc(N)c2ncc(C(Cl)(Cl)Cl)nc21
[12] CN(C(=O)NC1CCCCC1)c1ccccc1

assay / compound | 10 | 16 | 14 | 13 | 18 | 12
Peg3 promoter | -18 | 18 | 0 | -13 | 13 | 18
iPSC survival up | 0.2 | -2.3 | 2.6 | -0.7 | -1.2 | -1.0
TRPM1 prom inh | 0 | 74* | 19 | -2 | . | -2
NR2E3 ag-1 | -15 | 2 | -12 | -19 | 6 | 29
NR2E3 ag-2 | . | . | 3 | -3 | . | 1
PDI turbidity | 14 | -3 | 2 | -4 | 7 | 3
CaV13 FRET inh | 4 | -14 | -3 | -6 | -6 | -5
Vif inh | -13 | 24 | 6 | 0 | 2 | -8
aDG glyco act | 2.6* | 3.0 | 1.3 | 0.1 | -0.2 | -0.3
Exocytosis inh | 8 | 0 | -2 | -1 | 1 | 0
HIF-2a block | -44 | -99 | 13 | -48 | 12 | 7

The listing continues.
[19] O=C(Nc1ccc(C(=O)N2CCOCC2)cc1)C1CCCC1
[20] CCOC(=O)CNc1nc(C(C)(C)C)nc2c1nnn2Cc1ccccc1
[21] CCOC(=O)c1c(-c2cccs2)csc1NC(=O)CN(CC)CC
[22] Cc1ccc(-c2nn(C)c(=O)c3ccccc23)cc1S(=O)(=O)N1CCCC1
[23] CCOC(=O)Cc1csc(NC(=O)CN2CCCCC2)n1
[24] COc1ccc(C(O)c2ncc(-c3ccc4ccccc4c3)[nH]2)cc1F (configuration not stated)

assay / compound | 19 | 20 | 21 | 22 | 23 | 24
Peg3 promoter | -7 | 22 | 18 | -4 | 2 | -40
iPSC survival up | -2.6 | -0.7 | 1.3 | -2.1 | 0.9 | 2.9
TRPM1 prom inh | 6 | 6 | -7 | . | 6 | .
NR2E3 ag-1 | -26 | -8 | 22 | 10 | 4 | -30
NR2E3 ag-2 | . | 0 | 0 | 1 | 6 | .
PDI turbidity | -8 | -9 | -1 | 1 | 3 | -11
CaV13 FRET inh | -5 | -6 | -3 | -7 | 5 | -5
Vif inh | 0 | -2 | -32 | . | -2 | -8
aDG glyco act | -0.1 | 0.2 | 0.2 | 0.0 | 0.2 | -0.1
Exocytosis inh | 1 | 10 | 2 | 3 | -7 | -2
HIF-2a block | -3 | 29 | 36 | -18 | 14 | -96

(more compounds)
No.	compound	Peg3 promoter	iPSC survival up	TRPM1 prom inh	NR2E3 ag-1	NR2E3 ag-2	PDI turbidity	CaV13 FRET inh	Vif inh	aDG glyco act	Exocytosis inh	HIF-2a block
25	CS/C(N)=N/N=C/c1ccc2c(c1)OCO2	-177	-0.5	-73	-55	-4	5	-4	7	-0.3	5	-205
26	CCC(Oc1cc(Cl)ccc1Cl)C(=O)NNC(=O)CCC(=O)O (configuration not stated)	4	4.0	0	31	-4	25	-5	4	0.4	-5	20
27	C#CCOCCOCCOCCNc1nc(N2CCN(C(=O)[C@H](CCC(=O)O)n3cc(C(N)[C@H](C)CC)nn3)CC2)nc(N2CCN(C(=O)[C@H](CCC(=O)O)n3cc(C(N)[C@H](C)CC)nn3)CC2)n1 (some centres not stated)	11	3.2	-3	-14	-4	0	-7	-5	-0.1	-4	2
28	CC(C)(C)n1ncc2c(=O)n(CC(=O)N3CCCCC3)cnc21	-24	-0.1	-5	-3	4	1	-6	-6	0.3	-2	-13
29	CC(C)(C)OC(=O)N1CCC(CC2CC(c3ccc(Cl)cc3)=NO2)(C(=O)NCC2CCCCC2)CC1 (configuration not stated)	-96	-0.2	-23	-86	1	1	-4	2	1.9	8	-112
30	NC(=O)COc1ncnc2scc(-c3ccc(F)cc3)c12	4	-0.4	5	-16	-3	1	-3	-1	-0.1	9	4
31	FC(F)(F)c1ccc2c(c1)[nH]c(=S)n2C1CC1	16	0.9	12	-22	2	2	-6	-1	0.3	-1	-11
32	O=C(O)CC1(CC(=O)NCc2ccncc2)CCCCC1	-21	-0.8	-14	-9	-2	0	-14	14	0.0	1	18
33	CCCN(C1CCS(=O)(=O)C1)S(=O)(=O)c1ccc2ccccc2c1 (configuration not stated)	8	-1.4	-6	-18	6	5	-2	-2	-0.1	4	11
34	CCC1(c2ccc(F)cc2)NC(=O)N(CC(=O)Nc2ccc(C(N)=O)cc2)C1=O (configuration not stated)	-11	-0.1	-2	14	2	2	-5	6	0.1	-1	-2
35	COC(=O)N1CCCCC1c1cc(C(=O)N2CCOCC2)no1 (configuration not stated)	-13	-3.8	.	14	.	4	-5	6	-0.2	4	1
36	COc1ccccc1N1CCN(C(=O)c2cccc(S(=O)(=O)Nc3ccccc3F)c2)CC1	14	-2.8	-14	-22	.	-3	-6	-11	0.2	-1	4
37	Cc1ccc(S(=O)(=O)N(C)C)cc1NC(=O)COC(=O)/C=C/c1ccc(F)cc1	-4	-0.1	-8	-23	-2	-7	2	-17	-0.2	1	9
38	O=C(Nc1ccon1)c1cc(-c2ccccc2)nc2ccccc12	14	-1.1	2	8	3	-11	-2	8	-0.1	-1	11
39	CCC(C)(C)n1nnnc1C(c1cc2cc(OC)ccc2[nH]c1=O)N1CCc2ccccc21 (configuration not stated)	25	-1.7	7	10	-1	-3	-5	-7	-0.1	0	4
40	CCCSc1nnc(NC(=O)c2ccco2)s1	-114	-0.2	-26	-83	-3	3	-2	2	0.2	-4	-134
41	Cc1cccc(C(=O)Oc2cc(C)[nH]c(=O)c2[N+](=O)[O-])c1	0	-0.6	6	5	0	-12	-3	-3	-0.2	-1	1
42	CCc1ccc(OC(C)C(=O)N(Cc2ccccc2)C2CCS(=O)(=O)C2)cc1 (configuration not stated)	21	-0.4	-8	14	4	1	-7	-27	0.0	30	12
